Compound activity (PubChem BioAssay)
WT yeast gro inh – growth inhibition of WT yeast, mitochondrial fusion screen. mitochondrial fusion phenotypic screen, WT strain. inhibition, % at 10 µM. actives 2.1% (n = 190,000); in the data active = inhibition above about 58%; tested in S. cerevisiae
bCat nuc transl – modulators of beta-catenin nuclear translocation; HeLa beta-catenin nuclear translocation, immunofluorescence imaging; nuclear translocation activity, % at 5 µM; actives 0.3% (n = 190,000); AID 1665;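 active = nuclear translocation activity above 50% at 5 µM, with a well cell count of 50 or more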;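 note: per-cell ratio of nuclear to cytoplasmic median beta-catenin stain intensity; plate controls were DMSO negative control for no effect and GSK-3 inhibitor IX positive control for full effect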
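Test system: human HeLa cells, endogenous beta-catenin. Times: 24 h compound exposure, 37°C. Measured by: beta-catenin immunofluorescence imaging with DAPI.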
Autophagy mod – alters autophagy in cells; MEF GFP-LC3 puncta imaging; test concentration mostly 10 µM; actives 0.98% (n = 190,000); calls only at 10 µM (by protocol);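 active = percentage of spot-positive cells more than 3 SD above its plate mean, without a fluorescence outlier flag or 80% toxicity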;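 note: spot-positive cell cutoff set from DMSO-treated cells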
Yfh1-off respiration – mitochondrial function rescue without frataxin homolog – Friedreich's ataxia, plus single-dose screen, dose response (AID 1465). S. cerevisiae Yfh1-off respiration, WST-1 reduction, 72 h; higher fold induction means a stronger effect. one-dose fold induction at 50 µM; EC50 in µM for titrated hits. actives 0.074% (n = 220,000);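 active = fold induction of absorbance versus untreated yeast above a set limit, then at least 30% activation at any dose in follow-up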;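 note: activators that raise dye reduction in frataxin-depleted yeast; strong numbers were not always called active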
Dynein cargo inh – dynein cargo transport inhibition; AID 1381; z-score, hits read low; actives 0.47% (n = 220,000); 3617.4 mouse cells, GR-EGFP nuclear translocation imaging; test concentration mostly 20 µM; stimulated with dexamethasone, 1 µM; stronger effect = lower value;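 active = plate z-score of nuclear minus cytoplasmic receptor signal below a set negative limit, without overly bright fluorescence or cell loss, cut at about -3.5 in these data, passing the limit was not always enough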;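 note: z-score of nuclear minus cytoplasmic ring GR-EGFP intensity difference per well; some compounds called inactive have numbers as strong as hits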
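Buffer or medium: tetracycline-free induction medium containing charcoal-stripped FBS / Reagent: dexamethasone agonist, 1.0 µM final, for 30 min / Technique: automated 10x imaging of fixed Hoechst-stained cells / Times: induction 48 h, compound 1 h, agonist 30 min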
T cell HTS – T cell immune modulators affecting CD8 T cell-vesicle binding. 2C CD8+ T cell-vesicle binding, flow cytometry; stronger effect = lower value. calls only at 7 µM. actives 0.068% (n = 330,000). AID 2052;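 active = response, share of CD8 T cells binding vesicles, and their 90th percentile fluorescence all below set limits, cut at about 80% in these data, passing the limit was not always enough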
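Also added: QL9-peptide-loaded Drosophila micro-vesicles bearing Ld, ICAM-1 and B7-1; Test system: purified 2C TCR transgenic mouse naive CD8+ T cells; Measured by: cytometric PE anti-B7-1 and Alexa647 anti-CD8 signals after 1% paraformaldehyde fixation; Timing: binding step 1.5 h, 37 °C, antibody labelling 20 min, ice.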
MT stabilizer – microtubule stabilization, imaging screen | actives 0.83% (n = 200,000) | % tubulin-high responders, % at 10 µM | HeLa tubulin immunostaining HCS, 24 h; share of cells brighter than vehicle mean+2SD;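 active = plate Z-score above 3 for both tubulin-high and condensed-nucleus cell shares, with cell loss under 80%, at 10 µM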;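 note: anti alpha tubulin signal scored within the nucleus-defined area of each cell; some results filed as inactive read as strong as hits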
P. falciparum M1AAP – P. falciparum M1AAP inhibitors, biochemical, fluorogenic H-Leu-NHMec substrate, 1536-well (AID 1445). recombinant M1AAP, H-Leu-NHMec fluorogenic kinetic assay; higher % means a stronger effect. one-dose inhibition, % at 30 µM; IC50 in µM for titrated hits. actives 0.42% (n = 220,000);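 active = primary inhibition above the hit cutoff, then over 50% inhibition at one or more dose response concentrations, cut at about 23% in these data, passing the limit was not always enough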;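 note: plate controls were DMSO full reaction for no effect and no enzyme background for full effect; strong numbers were not always called active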
M17LAP inhibition – P. falciparum M17LAP inhibitors, primary screen, biochemical, fluorogenic H-Leu-NHMec substrate, 1536-well (AID 1619). recombinant M17LAP, H-Leu-NHMec fluorogenic kinetic assay; higher % means a stronger effect. actives 0.38% (n = 220,000). one-dose inhibition, % at 30 µM; IC50 in µM for titrated hits;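 active = compound inhibiting the enzyme by more than half at any dose during confirmatory dose-response retesting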;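 note: plate controls were full reaction with DMSO carrier for no effect and no enzyme background for full effect; strong numbers were not always called active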
WT yeast gro inh mutant strain – also measured in WT yeast gro inh; calls as there; inhibition, %; mitochondrial fusion phenotypic screen, mutant strain inhibition
Dynein cargo inh cytoplasmic EGFP – recorded beside Dynein cargo inh, whose call it bears; z-score; measured here: cytoplasmic GR-EGFP intensity; stronger effect = higher value
Dynein cargo inh nuclear GR-EGFP – also measured in Dynein cargo inh; calls as there; z-score; measured here: nuclear GR-EGFP intensity;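 lower value marks the stronger effect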
Dynein cargo inh cell count – further read-out of Dynein cargo inh, marked with its call; z-score; measured here: cell count per field
bCat nuc transl cell count 5 µM – second read-out of bCat nuc transl, no call of its own (marks repeat the call); cell count; measured here: cell count, cytotoxicity flag
T cell HTS vesicle-bound % – also measured in T cell HTS; calls as there; double positive events, %; measured here: CD8+ vesicle-bound cell fraction;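 binding gate set so that unloaded-vesicle control wells show 10% double positive cells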
MT stabilizer Hoechst-high % – further read-out of MT stabilizer, marked with its call; % Hoechst-high responders; measured here: nuclear condensation Hoechst responders;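 share of cells brighter than vehicle mean plus two SD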
MT stabilizer cytotoxicity % – second read-out of MT stabilizer, no call of its own (marks repeat the call); toxicity, %; measured here: cytotoxicity by cell density;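 0% = mean cell density of plate MIN control wells and 100% = no cells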
Autophagy mod cell loss 18 h – recorded beside Autophagy mod, whose call it bears; toxicity, %; measured here: cell loss, nuclei count;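 cell loss after 18 h compound exposure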
Starred values were filed as active, the others as inactive; i = inactive; . = no result given.

Start of the listing, in advance (three entries):
No.	Molecule	Autophagy mod	MT stabilizer	Dynein cargo inh nuclear GR-EGFP	P. falciparum M1AAP	Yfh1-off respiration	T cell HTS	bCat nuc transl cell count 5 µM	T cell HTS vesicle-bound %	Dynein cargo inh	bCat nuc transl	Dynein cargo inh cell count	WT yeast gro inh mutant strain	WT yeast gro inh	MT stabilizer cytotoxicity %	MT stabilizer Hoechst-high %	Autophagy mod cell loss 18 h	M17LAP inhibition	Dynein cargo inh cytoplasmic EGFP
1	Cc1cc(C(=O)NCCc2ccccc2)c2cc(F)ccc2n1	i	4.8	-0.27	-3%	i	i	1521	32	-0.44	0.2	-0.13	11	2	7.8	2.1	-1	-5%	0.14
2	CCNC(=O)COC(=O)c1sccc1C	i	5.5	-0.38	8%	i	i	1074	43	-0.11	-0.6	0.95	3	-15	6.9	2.0	9	-3%	-0.33
3	Cc1nn(C)c(Oc2ccccc2)c1CCNC(=O)CCl	i	2.2	-0.24	-1%	i	i	1004	11	-0.6	5.4	1	-13	-13	5.4	2.1	-27	-5%	-0.29

All compounds of this part (from the top)
No.	Molecule	Autophagy mod	MT stabilizer	Dynein cargo inh nuclear GR-EGFP	P. falciparum M1AAP	Yfh1-off respiration	T cell HTS	bCat nuc transl cell count 5 µM	T cell HTS vesicle-bound %	Dynein cargo inh	bCat nuc transl	Dynein cargo inh cell count	WT yeast gro inh mutant strain	WT yeast gro inh	MT stabilizer cytotoxicity %	MT stabilizer Hoechst-high %	Autophagy mod cell loss 18 h	M17LAP inhibition	Dynein cargo inh cytoplasmic EGFP
1	Cc1cc(C(=O)NCCc2ccccc2)c2cc(F)ccc2n1	i	4.8	-0.27	-3%	i	i	1521	32	-0.44	0.2	-0.13	11	2	7.8	2.1	-1	-5%	0.14
2	CCNC(=O)COC(=O)c1sccc1C	i	5.5	-0.38	8%	i	i	1074	43	-0.11	-0.6	0.95	3	-15	6.9	2.0	9	-3%	-0.33
3	Cc1nn(C)c(Oc2ccccc2)c1CCNC(=O)CCl	i	2.2	-0.24	-1%	i	i	1004	11	-0.6	5.4	1	-13	-13	5.4	2.1	-27	-5%	-0.29
4	CCOC(=O)N1CCN(CC(=O)Nc2c(C(=O)OC)[nH]c3cc(C)ccc23)CC1	i	2.9	-0.86	6%	i	i	1491	51	-0.24	-3.3	-0.15	-3	12	2.1	1.5	1	12%	-0.21
5	CCOC(=O)c1cnn(-c2ncnc3sc(CC)cc23)c1N	i	2.8	-0.046	14%	i	i	1198	23	-0.11	-2.1	0.46	4	10	7.6	1.8	-3	14%	-0.11
6	COc1ccc(Nc2cc(C)nc3ccccc23)cc1	i	1.4	0.2	13%	i	i	1047	30	-0.068	-1.1	0.042	4	-8	10	1.0	-7	28%	0.13
7	CCCCN(c1ccccc1)S(=O)(=O)c1ccc2c(c1)CCN2C(=O)CCC(=O)O	i	5.6	1.6	-3%	i	i	946	39	2.3	-0.4	-1.9	16	9	98	12	0	3%	-0.18
8	CC(C)(CNS(=O)(=O)c1ccc(Cl)cc1)N1CCCCC1	i	2.9	0.009	-3%	i	i	763	27	-0.62	-4.4	0.41	15	-3	2.4	1.7	3	-4%	-0.17
9	CCCSc1nnc(NC(=O)c2ccco2)s1	i	1.7	-0.015	1%	i	i	1036	29	0.31	-0.3	0.47	-2	-7	1.3	1.5	1	-6%	-0.33
10	O=Cc1cn(CCC(=O)O)nc1-c1cccc2ccccc12	i	2.6	1.4	8%	i	i	1568	55	2.2	-0.1	-2	-8	3	8.4	2.3	-7	-10%	0.35
11	Cc1cc(-c2nc3ccccc3[nH]2)ccc1N	i	1.7	0.98	2%	i	i	1098	66	1.5	0.2	-1	22	23	2.8	1.0	46	-12%	-0.21
12	CCOC(=O)c1c(C)n(C)c2ccc(OC)c(NC(=O)CN3CCCCC3)c12	i	4.2	0.017	4%	.	i	1375	6	-0.54	1.3	0.35	-15	8	5.0	3.4	6	14%	-0.34
13	CN(C)CCN=Cc1c(O)n(Cc2ccc3c(c2)OCO3)c(=O)c2ccccc12	i	2.0	-0.54	8%	i	i	1038	34	-0.87	-1.5	0.59	-2	-12	4.5	1.1	-2	15%	-0.24
14	CNC(=O)c1ccsc1NC(=O)CCS(=O)(=O)c1ccccc1	i	0.7	0.85	2%	i	i	998	63	1.8	3.3	0.092	-12	4	4.6	1.4	-9	7%	-0.18
15	CC(OC(=O)CC1CC2CCC1C2)C(=O)Nc1ccc(N2CCOCC2)cc1 (stereo unspecified)	i	1.6	-0.41	2%	i	i	1094	29	-1	-0.9	1.2	4	11	3.4	1.3	10	1%	0.084

The list continues:
No.	Molecule	Autophagy mod	MT stabilizer	Dynein cargo inh nuclear GR-EGFP	P. falciparum M1AAP	Yfh1-off respiration	T cell HTS	bCat nuc transl cell count 5 µM	T cell HTS vesicle-bound %	Dynein cargo inh	bCat nuc transl	Dynein cargo inh cell count	WT yeast gro inh mutant strain	WT yeast gro inh	MT stabilizer cytotoxicity %	MT stabilizer Hoechst-high %	Autophagy mod cell loss 18 h	M17LAP inhibition	Dynein cargo inh cytoplasmic EGFP
16	O=C(c1ccc(F)cc1)C1CCN(C(=O)c2ccncc2)CC1	i	5.3	0.51	1%	i	i	1026	46	0.25	-6.0	-0.85	20	9	2.7	1.9	-9	-3%	-0.24
17	CCOC(=O)/C(=N\O)C1=NC(C)(C)Cc2ccccc21	i	2.2	-0.49	6%	i	i	593	44	-0.22	-6.2	0.42	-4	-6	4.9	3.0	-6	7%	-0.22
18	O=C(CNC(=O)c1ccc(F)cc1)N/N=C/c1cc(Br)ccc1OCc1ccccc1	i	2.0	-0.8	0%	i	i	.	28	-0.73	.	1	-20	17	6.9	3.6	10	1%	-0.28
19	O=C(NC(CO)c1ccccc1)c1ccco1 (stereo unspecified)	i	1.4	0.74	-2%	i	i	.	21	0.87	.	-1.4	10	1	9.8	2.3	-5	-4%	0.29
20	CC(=O)c1c(C)nc2ccc(Br)cc2c1-c1ccccc1	i	1.2	-0.42	11%	i	i	1089	58	-0.11	-1.5	-0.51	-4	15	5.4	1.9	-5	8%	-0.35
21	Cc1cc(C)n2nc(SCC(=O)N(Cc3ccccc3)C3CCS(=O)(=O)C3)nc2n1 (stereo unspecified)	i	2.8	-0.15	-1%	i	i	1114	39	-0.11	-4.2	0.51	-6	-12	8.2	3.0	4	-3%	-0.35
22	COc1ccc(CNC(=O)c2cc3c(s2)CN(Cc2ccccc2)C3)cc1	i	1.8	-0.15	7%	i	i	1024	31	-0.25	-0.7	0.76	8	1	5.1	1.7	11	-5%	-0.31
23	Cn1c(=O)n(C)c2cc(NC(=O)CSc3nnc(-c4ccccc4O)n3-c3ccccc3)ccc21	i	4.7	0.66	1%	i	i	.	28	0.42	.	0.36	0	-2	0.7	2.1	1	21%	-0.17
24	CC(C)C(=O)Nc1ccc(C(=O)NNC(=O)C(c2ccccc2)c2ccccc2)cc1	i	3.2	0.43	-1%	i	i	1319	21	-0.48	0.3	-0.14	-5	16	7.6	2.7	7	4%	-0.16
25	COc1cc(OC)c(C2=NOC(C(=O)NCc3ccc4c(c3)OCO4)C2)cc1Cl (stereo unspecified)	i	23*	0.53	4%	i	i	.	34	0.51	.	0.085	-8	-19	58*	23*	2	0%	-0.23
26	Cc1ccc(-n2c([C@@H]3C[C@H]3c3ccccc3)n[nH]c2=S)cc1	i	1.9	0.56	-7%	i	i	904	2	0.14	-0.6	-0.96	-18	10	9.7	3.4	-4	-9%	-0.2
27	COc1ccc(C(=O)C[n+]2ccc3c(c2)nc(-c2cc(OC)c(OC)cc2OC)n3C)cc1	i	4.2	-0.38	2%	i	i	1119	40	-0.46	-1.9	1.8	-17	0	5.5	2.3	-29	13%	-0.23
28	O=C(CSc1nnc(-c2cccnc2)n1CCN1CCCCC1)Nc1cccc(Cl)c1	i	2.8	-0.67	7%	i	i	594	43	-0.69	-2.4	1.3	-8	-12	5.1	2.4	6	-7%	-0.1

Whole records, looked up by structure:
Results for Cn1c(=O)n(C)c2cc(NC(=O)CSc3nnc(-c4ccccc4O)n3-c3ccccc3)ccc21 = Autophagy mod: i; MT stabilizer: 4.7; Dynein cargo inh nuclear GR-EGFP: 0.66; P. falciparum M1AAP: 1%; Yfh1-off respiration: i; T cell HTS: i; bCat nuc transl cell count 5 µM: .; T cell HTS vesicle-bound %: 28; Dynein cargo inh: 0.42; bCat nuc transl: .; Dynein cargo inh cell count: 0.36; WT yeast gro inh mutant strain: 0; WT yeast gro inh: -2; MT stabilizer cytotoxicity %: 0.7; MT stabilizer Hoechst-high %: 2.1; Autophagy mod cell loss 18 h: 1; M17LAP inhibition: 21%; Dynein cargo inh cytoplasmic EGFP: -0.17
Results for COc1ccc(C(=O)C[n+]2ccc3c(c2)nc(-c2cc(OC)c(OC)cc2OC)n3C)cc1 = Autophagy mod: i; MT stabilizer: 4.2; Dynein cargo inh nuclear GR-EGFP: -0.38; P. falciparum M1AAP: 2%; Yfh1-off respiration: i; T cell HTS: i; bCat nuc transl cell count 5 µM: 1119; T cell HTS vesicle-bound %: 40; Dynein cargo inh: -0.46; bCat nuc transl: -1.9; Dynein cargo inh cell count: 1.8; WT yeast gro inh mutant strain: -17; WT yeast gro inh: 0; MT stabilizer cytotoxicity %: 5.5; MT stabilizer Hoechst-high %: 2.3; Autophagy mod cell loss 18 h: -29; M17LAP inhibition: 13%; Dynein cargo inh cytoplasmic EGFP: -0.23
